Source: PubChem BioAssay (several laboratories)
NF-kB expr up: activators of NF-kB expression in neurons, primary screen, cell-based, HTS | human neuronal cells, NF-kB reporter expression; hits give high values | fold change at 12.5 µM | actives 1.6% (n = 190,000) | AID 1239, 2008; in the data active = fold change above about 3.3
APP 5'UTR act: activators of APP 5'UTR luciferase reporter, primary screen, SH-SY5Y cells; SH-SY5Y APP 5'UTR luciferase reporter, luminescence; zero percent = DMSO vehicle wells; activation, % at 2 µM; actives 1% (n = 190,000);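 active = activation above a set limit, based on mean plus 3 SD of controls, cut at about 140% in these data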; also: values of inactives mirror those of a sister screen read the other way
ROMK primary: ROMK potassium channel modulators, primary screen, cell-based, thallium flux, MLSMR library. B-score at 10 µM. ATP-sensitive inward rectifier potassium channel 1 (Homo sapiens), P48048. actives 2% (n = 130,000). Tet-inducible ROMK, thallium flux fluorescence; actives lie on both sides;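 active = signal ratio slope over the read window, or its plate-corrected B-score, at least 3 SD from the plate mean, either direction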;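 also: B-score of the F/F0 ratio slope over 7 to 12 s after thallium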
Target sequence (P48048 whole entry, looked up): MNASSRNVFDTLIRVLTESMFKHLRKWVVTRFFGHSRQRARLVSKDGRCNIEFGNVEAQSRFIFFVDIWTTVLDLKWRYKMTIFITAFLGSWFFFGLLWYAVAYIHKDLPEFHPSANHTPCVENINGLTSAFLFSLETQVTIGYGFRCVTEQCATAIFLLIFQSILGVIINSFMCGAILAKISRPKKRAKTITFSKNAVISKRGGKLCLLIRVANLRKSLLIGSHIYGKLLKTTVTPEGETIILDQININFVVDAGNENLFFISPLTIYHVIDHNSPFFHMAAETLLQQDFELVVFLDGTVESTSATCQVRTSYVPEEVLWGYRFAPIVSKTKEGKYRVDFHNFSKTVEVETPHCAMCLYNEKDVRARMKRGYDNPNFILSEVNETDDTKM
APP 5UTR inh: inhibitors of APP translation via 5'UTR reporter, primary screen, APP 5'UTR luciferase, SH-SY5Y cells; AID 1285, 2008; SH-SY5Y APP 5'UTR-luciferase reporter, luminescence; inhibition, % at 2 µM; actives 0.82% (n = 190,000);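 active = inhibition above a set limit, derived from the sample mean plus 3 SD, cut at about 45% in these data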; also: values of inactives mirror those of a sister screen read the other way
FLuc stim CS: FLuc activators, initial screening, artefact control for FLuc-dependent activation tests, biochemical, ATPlite luminescence. AID 1027, 2008. 200,000 tested, under 10 active. ATPlite luciferase biochemical, 10 min; 0 = ATP-free wells, 1 = DMSO control. activation factor at 10 µM. Luciferin 4-monooxygenase (Photinus pyralis), P08659;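 active = luciferase activation factor, scaled between plate controls, of at least 2 with compound at 10 µM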
Target sequence (P08659 whole entry, looked up): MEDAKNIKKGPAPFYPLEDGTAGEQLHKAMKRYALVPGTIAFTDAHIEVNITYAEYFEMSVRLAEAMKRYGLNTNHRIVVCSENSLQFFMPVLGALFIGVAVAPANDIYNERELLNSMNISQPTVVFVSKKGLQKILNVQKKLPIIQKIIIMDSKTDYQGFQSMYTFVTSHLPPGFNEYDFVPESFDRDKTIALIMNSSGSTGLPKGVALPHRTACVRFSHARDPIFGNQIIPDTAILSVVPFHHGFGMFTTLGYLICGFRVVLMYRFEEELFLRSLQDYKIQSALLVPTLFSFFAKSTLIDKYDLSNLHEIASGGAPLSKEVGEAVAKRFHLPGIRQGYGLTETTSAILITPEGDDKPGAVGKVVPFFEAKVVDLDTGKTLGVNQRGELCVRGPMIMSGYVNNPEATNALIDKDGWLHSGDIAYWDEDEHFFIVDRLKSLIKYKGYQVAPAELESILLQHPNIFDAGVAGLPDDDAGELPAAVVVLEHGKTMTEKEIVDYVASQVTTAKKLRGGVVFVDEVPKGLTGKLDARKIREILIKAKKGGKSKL
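Material: Luciferase/luciferin reagent mix | Doses: Test compounds dosed from 2 mM stocks in 100% DMSO | Timing: 10 min incubation after luciferase reagent addition, room temperature | Measured by: Luminescence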
STAT3 inh: IL-6 driven STAT3 reporter inhibitors, primary screen, U3A cells, luciferase, luminescence, MLSCN library. IL-6 STAT3-luciferase reporter; host cell line lacks STAT1. inhibition, % at 5.5 µM. actives 0.89% (n = 190,000);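 active = inhibition above the mean inhibition across all screened compounds plus 3 SD, cut at about 44% in these data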;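 also: 0% = DMSO only wells and 100% = 100 µM nifuroxazide control wells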
STAT1 blocker: STAT1 signaling inhibitors, primary screen, cell-based, HTS, luciferase reporter; inhibition, % at 5.5 µM; actives 0.35% (n = 200,000); AID 920, 2007; NIH 3T3 STAT1-luciferase reporter, IFN-gamma, luminescence;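 active = inhibition above a set limit, the mean inhibition across all tested compounds plus 3 SD, cut at about 34% in these data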;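 also: 0% = IFN-gamma with DMSO and 100% = IFN-gamma with 300 µM nifuroxazide; values of inactives mirror those of a sister screen read the other way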
STAT1 act: STAT1 signaling activators, primary screen, cell-based, HTS, luciferase reporter; NIH 3T3 STAT1-luciferase reporter, IFN-gamma, luminescence; 100% = IFN-gamma alone, no compound; actives 2.6% (n = 200,000); activation (% of control), % at 5.5 µM;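 active = activation above the screen-wide mean activation plus 3 SD, cut at about 130% in these data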;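 also: raw ratio to IFN-gamma control signal so 100% means no change and 0% no light; values of inactives mirror those of a sister screen read the other way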
STAT3 act: IL-6 driven STAT3 reporter potentiators, primary screen, U3A cells, luciferase, luminescence, MLSCN library. IL-6 STAT3-luciferase reporter; 100% = signal with IL-6 EC80 alone. activation (% of control), % at 5.6 µM. actives 0.91% (n = 190,000);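 active = activation above the screen-wide mean of compound activation plus 3 SD, cut at about 130% in these data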;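 also: 0% = background luminescence of wells with medium and substrate only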
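System – human U3A cells carrying STAT3-luciferase construct · Probe or stimulus – Interleukin-6, 33 ng/mL · Schedule – compound 1 h, then IL-6 6 h at 37 °C · Signal – luminescence from STAT3-driven luciferase reporter · Evaluation – percent of IL-6-only median luminescence · Benchmarks – IL-6-only high control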
FLuc inh counter: firefly luciferase enzyme inhibitors, primary screen, artefact control for luciferase-based inhibitor screens, biochemical, luminescence, ATPLite; Luciferin 4-monooxygenase (Photinus pyralis), P08659; 10 min; inhibition, % at 10 µM; actives 1.5% (n = 200,000);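 active = inhibition above about 50% when tested at 10 µM, limit read from the data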
* = called active by the depositor; / = not tested or not shown.

SMILES | NF-kB expr up | APP 5'UTR act | ROMK primary | APP 5UTR inh | FLuc stim CS | STAT3 inh | STAT1 blocker | STAT1 act | STAT3 act | FLuc inh counter
CCOC(=O)C1CCN(c2ncnc3c2oc2ccccc23)CC1 | 0.99 | 21 | -2.6 | -21 | 1 | 11 | 6 | 94 | 92 | -1
CCC(O)CNc1nc(SC)nc2sc3c(c12)CCN(C)C3 (stereo unspecified) | 1.1 | 2 | / | -2 | 1.1 | 1 | 4 | 96 | 106 | -10
COc1ccc(/C=N/NC(=O)c2cc(-c3ccccc3OC)nc3ccccc23)cc1COC(C)=O | 0.96 | -7 | / | 7 | 1.1 | -1 | 5 | 95 | 105 | -7
CCOc1ccccc1-c1nnc(SCC(=O)Nc2ccccc2)o1 | 1.4 | -4 | -0.18 | 4 | 1 | 10 | 0 | 99 | 94 | -4
COc1ccccc1OCC(O)CO (stereo unspecified) | 1.1 | 3 | 3 | -3 | 1 | -5 | -10 | 107 | 105 | -2
C=CCNc1nc(C2(C)CC3(CC(C)OC3=O)C(=O)O2)cs1 (stereo unspecified) | 1.1 | 6 | / | -6 | 1 | 10 | 4 | 97 | 96 | 0
Cc1c(C)n(C(=O)CSc2nncn2C)c2ccccc12 | 1.5 | 10 | / | -10 | 1.1 | -4 | 0 | 100 | 108 | -7
C/C(Cn1nnc([N+](=O)[O-])n1)=N\NC(=O)c1cccc(Cl)c1 | 1.4 | 15 | 1.4 | -15 | 1.1 | 37 | -12 | 110 | 74 | -10
C=C(C)C(=O)Nc1cccc(C(C)=O)c1 | 1.4 | 6 | -0.61 | -6 | 1 | -4 | -2 | 102 | 104 | 0
CN(C)C(CNC(=O)c1ccc(NC(=O)CC#N)cc1)c1ccccc1 (stereo unspecified) | 1.3 | 9 | -0.55 | -9 | 1.1 | 5 | -5 | 105 | 97 | -6

10 neighbouring entries from above:
SMILES | NF-kB expr up | APP 5'UTR act | ROMK primary | APP 5UTR inh | FLuc stim CS | STAT3 inh | STAT1 blocker | STAT1 act | STAT3 act | FLuc inh counter
CCOC(=O)C1CCN(c2ncnc3c2oc2ccccc23)CC1 | 0.99 | 21 | -2.6 | -21 | 1 | 11 | 6 | 94 | 92 | -1
CCC(O)CNc1nc(SC)nc2sc3c(c12)CCN(C)C3 (stereo unspecified) | 1.1 | 2 | / | -2 | 1.1 | 1 | 4 | 96 | 106 | -10
COc1ccc(/C=N/NC(=O)c2cc(-c3ccccc3OC)nc3ccccc23)cc1COC(C)=O | 0.96 | -7 | / | 7 | 1.1 | -1 | 5 | 95 | 105 | -7
CCOc1ccccc1-c1nnc(SCC(=O)Nc2ccccc2)o1 | 1.4 | -4 | -0.18 | 4 | 1 | 10 | 0 | 99 | 94 | -4
COc1ccccc1OCC(O)CO (stereo unspecified) | 1.1 | 3 | 3 | -3 | 1 | -5 | -10 | 107 | 105 | -2
C=CCNc1nc(C2(C)CC3(CC(C)OC3=O)C(=O)O2)cs1 (stereo unspecified) | 1.1 | 6 | / | -6 | 1 | 10 | 4 | 97 | 96 | 0
Cc1c(C)n(C(=O)CSc2nncn2C)c2ccccc12 | 1.5 | 10 | / | -10 | 1.1 | -4 | 0 | 100 | 108 | -7
C/C(Cn1nnc([N+](=O)[O-])n1)=N\NC(=O)c1cccc(Cl)c1 | 1.4 | 15 | 1.4 | -15 | 1.1 | 37 | -12 | 110 | 74 | -10
C=C(C)C(=O)Nc1cccc(C(C)=O)c1 | 1.4 | 6 | -0.61 | -6 | 1 | -4 | -2 | 102 | 104 | 0
CN(C)C(CNC(=O)c1ccc(NC(=O)CC#N)cc1)c1ccccc1 (stereo unspecified) | 1.3 | 9 | -0.55 | -9 | 1.1 | 5 | -5 | 105 | 97 | -6

2 consecutive compounds from above, quoted:
SMILES | NF-kB expr up | APP 5'UTR act | ROMK primary | APP 5UTR inh | FLuc stim CS | STAT3 inh | STAT1 blocker | STAT1 act | STAT3 act | FLuc inh counter
CCOC(=O)C1CCN(c2ncnc3c2oc2ccccc23)CC1 | 0.99 | 21 | -2.6 | -21 | 1 | 11 | 6 | 94 | 92 | -1
CCC(O)CNc1nc(SC)nc2sc3c(c12)CCN(C)C3 (stereo unspecified) | 1.1 | 2 | / | -2 | 1.1 | 1 | 4 | 96 | 106 | -10

Additional entries follow:
SMILES | NF-kB expr up | APP 5'UTR act | ROMK primary | APP 5UTR inh | FLuc stim CS | STAT3 inh | STAT1 blocker | STAT1 act | STAT3 act | FLuc inh counter
COc1ccc(Nc2nc(Cl)nc(NCCO)n2)cc1 | 0.91 | / | -0.068 | / | 1.1 | 2 | 2 | 98 | 99 | -7
COc1ccc(Cl)cc1S(=O)(=O)n1ccnc1C(C)C | 1.1 | -5 | / | 6 | 1 | 12 | -2 | 102 | 94 | -4
O=C(c1ccc(F)cc1)N1CCN(C2CCC(c3ccccc3)CC2)CC1 (stereo unspecified) | 1.1 | 10 | -0.12 | -10 | 1.1 | 5 | 4 | 94 | 99 | -7
CCOc1cc(/C=N\NC(=O)Cc2ccccc2)ccc1OCC(=O)Nc1ccc(C)c(C)c1 | 0.9 | -5 | 0.61 | 5 | 1.1 | -4 | -2 | 102 | 109 | -12
COC(=O)c1c(F)c(F)c(N2CCOCC2)c(F)c1F | 1.2 | 8 | -0.04 | -8 | 1 | 7 | 1 | 100 | 99 | -4
CN1CCN(/N=C/c2nc(-c3cccc([N+](=O)[O-])c3)n3ccccc23)CC1 | 0.85 | 9 | / | -9 | 1 | 3 | -1 | 101 | 102 | 4
CCCOC(=O)c1ccc(NC(=O)CCC(=O)OCC)cc1 | 1.3 | 28 | 0.19 | -28 | 1.1 | 0 | -11 | 110 | 103 | -6
COc1cc2c(cc1NC(=O)C(C)OC(=O)/C=C/c1ccc(OC(F)F)cc1)oc1ccccc12 (stereo unspecified) | 0.96 | 15 | -0.76 | -15 | 1 | -28 | 8 | 92 | 124 | 0
CN(Cc1cn[nH]c1-c1ccc2c(c1)OCO2)C1CCOCC1 | 1.1 | 11 | 0.35 | -12 | 1 | 4 | -4 | 101 | 99 | -4
CCCCNC(=S)N(C)/N=C/c1c(F)c(F)c(F)c(F)c1F | 1.1 | -11 | -0.85 | 11 | 1.1 | 11 | 2 | 98 | 92 | -8
COc1ccc(NC(=O)c2cc3c(Cl)nc4ccccc4c3s2)c(OC)c1 | 0.88 | 9 | 0.74 | -9 | 1.1 | -4 | 0 | 100 | 104 | -6
Cc1cccc(N(CC(=O)NC(C)(C)C)C(=O)CNC(=O)c2cccs2)c1 | 1.2 | 13 | 1 | -13 | 1.1 | 7 | -8 | 106 | 98 | -6
COc1cccc(C(=O)N2CCCC(c3nc(-c4cccs4)no3)C2)c1 (stereo unspecified) | 0.99 | 16 | / | -16 | 1.1 | 8 | 0 | 100 | 96 | -7
O=C(CCc1nnc(COc2ccccc2)o1)NC1(c2ccccc2)CC1 | 0.98 | -15 | 0.12 | 15 | 1 | 5 | 0 | 98 | 99 | -3
COC(=O)C1=NN(C(=O)c2ccc(C)cc2)C(O)(c2ccc(Cl)cc2)C1 (stereo unspecified) | 1.1 | 16 | / | -16 | 1 | 5 | -1 | 101 | 105 | 3
COc1cccc2cc(C(=O)C3=C(O)C(=O)N(CCCN4CCOCC4)C3c3ccncc3)oc12 (stereo unspecified) | / | 0 | / | 0 | / | -6 | 0 | 100 | 109 | /
Cc1cccc(Nc2nc(NCc3ccco3)c3ccccc3n2)c1 | 0.66 | -18 | / | 18 | 0.9 | 28 | 27 | 76 | 78 | 7
CCOc1ccc(OCC(=O)Nc2nccs2)cc1 | 2.6 | 157* | 1 | -157 | 0.2 | 95* | 61* | 43 | 21 | 83*
Cn1c2ccccc2c(=O)n2c(=O)c3ccccc3cc12 | 1.4 | 2 | -0.47 | -2 | 1 | 24 | -7 | 106 | 83 | 2
CCOC(=O)c1ccc2c(c1)nc(SCc1cn3ccsc3n1)n2CC | 0.77 | -1 | / | 1 | 1 | 6 | 7 | 93 | 98 | -1
COc1ccc(NC(=S)N2CCCC2)cc1 | 1.5 | 6 | -0.38 | -6 | 0.9 | 3 | 5 | 95 | 100 | 6
Cc1cc(=O)[nH]c(SCC(=O)Nc2ccccc2C)n1 | 1.1 | 9 | 0.42 | -9 | 1 | 4 | -7 | 104 | 98 | -1
O=[N+]([O-])c1cc(CN2CCOCC2)c2cccnc2c1O | 0.91 | -5 | 0.25 | 5 | 0.9 | -10 | 1 | 99 | 112 | 6
Cc1cc(-c2cccnc2)c(C#N)c(SCC#N)n1 | 1.1 | 11 | / | -11 | 1 | 0 | -1 | 101 | 102 | -3
Cc1c(N(C(=O)c2ccccn2)C2(C(=O)NC3CCCC3)CCCCC2)c(=O)n(-c2ccccc2)n1C | 1.3 | 0 | -1.5 | 0 | 1 | 1 | -1 | 99 | 107 | -3
Cc1nnc(SCC(=O)Nc2ccc(N3CCOCC3)cc2)n1-c1ccccc1 | 1.2 | 14 | / | -14 | 1 | 6 | -1 | 101 | 98 | 3
Cc1c(C(=O)c2ccc(N(C)C)cc2)c2ccccn2c1CCC#N | 1 | 6 | -0.4 | -6 | 1 | 4 | 8 | 91 | 99 | -1
CC1=C(C(=O)NCc2ccccn2)C2(CCC(C)CC2)OC1=O (stereo unspecified) | 1.1 | -7 | / | 7 | 1 | 10 | 3 | 98 | 96 | -4
NC(=O)CSc1nc2cc([N+](=O)[O-])ccc2n1-c1cccc(C(F)(F)F)c1 | 1 | -3 | / | 3 | 1 | 0 | -7 | 106 | 102 | -5
O=C(CCc1ccccc1)Nc1cccc(-c2nnc(-c3ccco3)o2)c1 | 1.4 | 39 | 0.035 | -39 | 1 | 16 | -34 | 125 | 88 | -3
O=C(Nc1ccc(N2CCCCC2)cc1)c1ccc2ccccc2n1 | 2.5 | 85 | 0.35 | -84 | 0.5 | -27 | -48 | 144* | 124 | 54*
Cc1sc2ncn3c(C)nnc3c2c1C | 1.2 | 2 | / | -2 | 1.1 | -1 | -2 | 102 | 105 | -6
Nc1nnc(-c2ccccc2F)s1 | 1.3 | 40 | 0.14 | -40 | 0.9 | 6 | -5 | 105 | 97 | 5
Cc1csc(NC(=O)c2ccc(C)c(S(=O)(=O)N3CCOCC3)c2)n1 | 0.93 | 33 | 1.1 | -33 | 1 | 2 | -1 | 100 | 101 | 2
